Polio RdRp inh – poliovirus RNA polymerase inhibition. % elongation, % (compound at 16.7 µg/mL). poliovirus polymerase elongation, fluorescence polarization; hits give low values. P03300. actives 0.66% (n = 150,000). AID 588519; in the data active = % elongation below about 90%; note: some results filed as inactive read as strong as hits
Target sequence (P03300 1749-2209 limits assumed): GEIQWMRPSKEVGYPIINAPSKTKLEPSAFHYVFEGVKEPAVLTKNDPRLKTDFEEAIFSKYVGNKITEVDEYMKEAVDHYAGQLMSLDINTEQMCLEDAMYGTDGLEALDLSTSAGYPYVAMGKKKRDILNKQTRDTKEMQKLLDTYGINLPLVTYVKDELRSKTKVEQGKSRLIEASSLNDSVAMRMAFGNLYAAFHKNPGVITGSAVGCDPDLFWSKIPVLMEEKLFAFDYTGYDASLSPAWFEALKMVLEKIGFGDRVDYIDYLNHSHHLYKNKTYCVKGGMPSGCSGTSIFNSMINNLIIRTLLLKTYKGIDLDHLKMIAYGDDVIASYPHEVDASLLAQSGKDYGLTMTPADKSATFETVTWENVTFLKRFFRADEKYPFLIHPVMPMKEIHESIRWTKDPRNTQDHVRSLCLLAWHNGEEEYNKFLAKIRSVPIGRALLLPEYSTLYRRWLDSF
Polio RdRp inh FP z-score – recorded beside Polio RdRp inh, whose call it bears; z-score; measured here: FP z-score; hits read low
* hit, by the source's call; & = joins results of further samples.

Each structure is followed by: Polio RdRp inh	Polio RdRp inh FP z-score
- N#CCCn1cc(C(=O)CN2C(=O)NC(c3ccccc3)(c3ccccc3)C2=O)c2ccccc21
    105	0.1
- COC(=O)C1=NN(c2c(C)cccc2Cl)C(=O)C1
    104	0.2
- CCc1ccccc1NC(=O)c1nn(-c2ccc(C)cc2)c(=O)c2c1c1ccccc1n2C
    83	-3.1
- CCc1c(C)nc2nncn2c1NCc1ccccc1
    106	-0.5
- Cc1cc(N2C(=O)c3ccccc3C2=O)no1
    101	0.3
- O=C1CC(NC(=O)N2CCn3cccc3C2c2ccccc2F)CN1c1ccccc1 (configuration not stated)
    105	0.2
- N#CC(C#N)=C1C=CN(c2ccc(Br)cc2)C=C1
    106	0.5
- CC1CCc2c(nc3nc[nH]n3c2=O)C1 (configuration not stated)
    103	0.2
- O=C(O)c1ccc(S(=O)(=O)C(F)F)cc1
    98	-0.6
- COc1ccc(C(=O)Nc2cc3c4c(c2)CCC(=O)N4CCC3)cc1OC
    105	1.1
- N#CCCSc1nnc(Cc2cccc3ccccc23)n1C1CCCCC1
    108	0.8
- COc1cccc(OCC(=O)NCCS(=O)(=O)N2CCN(c3ccccc3F)CC2)c1
    104	-0.6
- CCCCCCCC1CCC(=O)O1 (configuration not stated)
    101	0.1
- CC(=O)c1ccc(N2CCN(c3nc4ccccc4c4nc(-c5cccc(C)c5)nn34)CC2)cc1
    103	-0.3
- c1ccc(-c2nc(COc3ncnc4sccc34)cs2)cc1
    106	0.4
- Cc1ccc(Nc2c(-c3ccc(Cl)cc3)nc3sccn23)c(C)c1
    109	0.7
- COc1ccc(NC(=O)CCc2c(C)nn(-c3ccc(N4CCCC4)nn3)c2C)cc1Cl
    107	0.2
- COC(=O)C1(c2ccccc2)NC(c2ccccc2C)C2C(=O)N(C)C(=O)C21 (configuration not stated)
    102	0.1
- COc1ccc(-c2noc(CC(=O)Nc3ccc(Br)cc3C)n2)cc1
    108	0.3
- Cc1ccc(C)c(NC(=O)CN(Cc2ccccc2)S(=O)(=O)c2ccc3nc(C)sc3c2)c1
    104	-0.5
- CCCC(=O)C1=C(N2CCN(C3=C(C(=O)CCC)C(=O)CC(C)(C)C3)CC2)CC(C)(C)CC1=O
    107	1.6
- c1cncc(CNc2nc3ccccc3n3cnnc23)c1
    105	1.5
- Cc1[nH]c2ccccc2c1C(=O)COC(=O)c1ccncc1
    123	2.4
- Cc1nc(-c2cccc(NC(=O)Nc3ccccc3C(F)(F)F)c2)no1
    112	1.1
- COc1ccc(CNC(=O)CN2C(=O)COc3ccc(S(=O)(=O)N4CCCCCC4)cc32)cc1
    120	0.5
- CC(C)(C)c1ccc(C(=O)N2CCC(C(=O)NN)CC2)cc1
    102	0.1
- Cc1cc(-n2c(C)cc(/C=C/C(=O)N3CCN(Cc4cccs4)CC3)c2C)no1
    108	1
- COC(=O)c1ccc(NC(=O)Cn2nc(C(=O)Nc3ccc(C)cc3)ccc2=O)cc1
    101	-1.5
- O=C(O)CCc1ccccc1O
    100	-0.3
- CC1Cc2cc(S(=O)(=O)NN3CCOCC3)ccc2N1C(=O)C1CC1 (configuration not stated)
    100	-0.3

A draw from above in order of SMILES length, rising:
Each structure is followed by: Polio RdRp inh	Polio RdRp inh FP z-score
- O=C(O)CCc1ccccc1O
    100	-0.3
- CCCCCCCC1CCC(=O)O1 (configuration not stated)
    101	0.1
- CC1CCc2c(nc3nc[nH]n3c2=O)C1 (configuration not stated)
    103	0.2
- CCc1c(C)nc2nncn2c1NCc1ccccc1
    106	-0.5
- Cc1cc(N2C(=O)c3ccccc3C2=O)no1
    101	0.3
- O=C(O)c1ccc(S(=O)(=O)C(F)F)cc1
    98	-0.6
- c1cncc(CNc2nc3ccccc3n3cnnc23)c1
    105	1.5
- COC(=O)C1=NN(c2c(C)cccc2Cl)C(=O)C1
    104	0.2
- c1ccc(-c2nc(COc3ncnc4sccc34)cs2)cc1
    106	0.4
- Cc1[nH]c2ccccc2c1C(=O)COC(=O)c1ccncc1
    123	2.4
- N#CCCSc1nnc(Cc2cccc3ccccc23)n1C1CCCCC1
    108	0.8
- CC(C)(C)c1ccc(C(=O)N2CCC(C(=O)NN)CC2)cc1
    102	0.1
- COc1ccc(-c2noc(CC(=O)Nc3ccc(Br)cc3C)n2)cc1
    108	0.3
- CC1Cc2cc(S(=O)(=O)NN3CCOCC3)ccc2N1C(=O)C1CC1 (configuration not stated)
    100	-0.3
- COc1ccc(C(=O)Nc2cc3c4c(c2)CCC(=O)N4CCC3)cc1OC
    105	1.1
- O=C1CC(NC(=O)N2CCn3cccc3C2c2ccccc2F)CN1c1ccccc1 (configuration not stated)
    105	0.2
- COc1cccc(OCC(=O)NCCS(=O)(=O)N2CCN(c3ccccc3F)CC2)c1
    104	-0.6
- COC(=O)C1(c2ccccc2)NC(c2ccccc2C)C2C(=O)N(C)C(=O)C21 (configuration not stated)
    102	0.1
- Cc1cc(-n2c(C)cc(/C=C/C(=O)N3CCN(Cc4cccs4)CC3)c2C)no1
    108	1
- COC(=O)c1ccc(NC(=O)Cn2nc(C(=O)Nc3ccc(C)cc3)ccc2=O)cc1
    101	-1.5
- CCc1ccccc1NC(=O)c1nn(-c2ccc(C)cc2)c(=O)c2c1c1ccccc1n2C
    83	-3.1
- COc1ccc(CNC(=O)CN2C(=O)COc3ccc(S(=O)(=O)N4CCCCCC4)cc32)cc1
    120	0.5
- N#CCCn1cc(C(=O)CN2C(=O)NC(c3ccccc3)(c3ccccc3)C2=O)c2ccccc21
    105	0.1
- CCCC(=O)C1=C(N2CCN(C3=C(C(=O)CCC)C(=O)CC(C)(C)C3)CC2)CC(C)(C)CC1=O
    107	1.6

(cont.)
Each structure is followed by: Polio RdRp inh	Polio RdRp inh FP z-score
- Cc1ccc(C)c(N2CCN(CCCNC(=O)c3ccc4nc(N5CCC(C)CC5)sc4c3)CC2)c1
    108	0.4
- CCn1c(=O)c(C(=O)Nc2ccc(Cl)cn2)c(O)c2ccccc21
    104	0.9
- COc1ccccc1NC(=O)NCc1nc2nc(C)cc(C)n2n1
    105	1
- COc1ccc(Cl)cc1NC(=O)COc1ccccc1
    100	-0.6
- Cc1cc(Cl)ccc1OC(C)C(=O)OCC(=O)Nc1ccc2[nH]c(=O)[nH]c2c1 (configuration not stated)
    105	0.4
- O=C(CSC1=NCCS1)Nc1ccc(Br)cc1C(=O)c1ccccc1Cl
    97	-0.6
- COc1cccc(CNC(=O)c2cc3c(-c4ccccc4F)nn(C)c3s2)c1
    103	-0.1
- CCOC(=O)c1ccc(NC(=O)C(CC)Sc2nncn3c2cc2oc(C)cc23)cc1 (configuration not stated)
    114	1.3
- Cc1ccccc1CN1C(=O)C(O)(CC(=O)c2ccc3c(c2)CCCC3)c2ccccc21 (configuration not stated)
    100	-0.1
- COc1ccc(-n2cc(C#N)c(=O)[nH]c2=O)cc1
    105	0.8
- COc1ccccc1OCCSc1nc2ccccc2n1CC(=O)N1CCOCC1
    105	-0.5
- CCOC(=O)c1sc(N/N=C/C2CC=CCC2)nc1C (configuration not stated)
    100	0.1
- CN1C(=O)C2C=CC=CC2N=C1SCC(N)=O (configuration not stated)
    99	-0.4
- CCC(C)c1ccc(NC(=O)COC(=O)c2ccco2)cc1 (configuration not stated)
    99	-0.7
- C=CCN1C(=O)C(C)(C)N(C(C)=O)c2ccccc21
    102	0.1
- CCOc1ccc(NC(=O)NCCn2nnc3cc(S(=O)(=O)N(C)C)ccc32)cc1
    111	1.1
- COc1ccccc1N1CCN(CC(=O)N2CCCC2)CC1
    100	-0.3
- CCOc1ccccc1NC(=O)Cn1c(=O)n(CCC(C)C)c(=O)c2cccnc21
    100	-1.5
- CCCCn1cc(S(=O)(=O)c2ccc(OC)cc2)c(=O)c2cc(CC)ccc21
    109	1.5
- N/N=C/C1=C(N2CCOCC2)C(=C\c2ccccc2)/CC1
    149	4.1
- CCCN1C(=O)/C(=N\OCC(=O)N2CCCc3ccccc32)c2ccccc21
    101	-0.2
- Cc1cccc(C(=O)N(CCN2C(=O)c3ccccc3C2=O)c2cccc3ccccc23)c1
    101	-0.3
- COCCOC(=O)c1c(C)oc2cc(Br)c(OCC(=O)c3ccc(OC)cc3)cc12
    99	-0.5
- CCCCN(c1ncnc2onc(-c3ccc(F)cc3)c12)C1CCN(C(C)=O)CC1
    102	0
- Cc1ccc(Cn2cc(CCC(=O)O)c3ccccc32)cc1
    103	0.6
- O=S1(=O)CCC(S(=O)(=O)C2CCS(=O)(=O)C2)C1 (configuration not stated)
    107	0.2
- CCC(C)NC(=O)CCCN1C(=O)CCn2nc(-c3cccn3C)cc21 (configuration not stated)
    110	1
- COc1ccc(NC(=O)c2ccco2)cc1NC(=O)c1c(OC)cccc1OC
    104	0
- COc1cccc(-n2c(SCC(=O)Nc3ccccc3)nc3c(oc4ccccc43)c2=O)c1
    100	-0.9
- O=C(CSc1ccc2c(c1)OCCO2)NCC1COc2ccccc2O1 (configuration not stated)
    104	0.1

Continued, starting with the last 2 of the part before.
Each structure is followed by: Polio RdRp inh	Polio RdRp inh FP z-score
- COc1cccc(-n2c(SCC(=O)Nc3ccccc3)nc3c(oc4ccccc43)c2=O)c1
    100	-0.9
- O=C(CSc1ccc2c(c1)OCCO2)NCC1COc2ccccc2O1 (configuration not stated)
    104	0.1
- Oc1c(Br)cc(C2N=C(c3ccccc3)NO2)cc1Br (configuration not stated)
    102	0.4
- CC(C)(C)C(=O)c1cn(CC(=O)NCc2ccco2)c2ccccc12
    98	-1.2
- O=C(NCc1cccs1)c1nn(-c2ccccc2Cl)nc1CO
    112	1.4
- CCCN(CCC)C(=O)C(C)Oc1ccccc1 (configuration not stated)
    99	-0.2
- CCS(=O)(=O)c1ccc2oc(Nc3cc(C)cc(C)c3)nc2c1
    103	0.2
- CCC(=O)N1c2ccc(S(=O)(=O)N(C)Cc3ccccc3)cc2CC1C (configuration not stated)
    102	0.5
- Cc1nnc(SCc2ccccc2C#N)o1
    100	-0.5
- Brc1cccc(-c2nnc3sc(CNCCc4ccccc4)cn23)c1
    101	-0.1
- Cc1ccc(C2=NN(C(=O)COC(=O)c3c(-c4ccccc4)noc3C)C(c3ccco3)C2)cc1 (configuration not stated)
    101	-0.3
- CCCCN1COc2ccc3c4c(oc3c2C1)C(=O)c1ccccc1C4=O
    92	-2.3
- O=C(Nc1ccc2c(c1)OCO2)c1cccn(Cc2ccc(F)cc2)c1=O
    104	-0.4
- CN(C)CCN(Cc1ccccc1)S(=O)(=O)c1csc(C(N)=O)c1
    107	0.1
- Cc1nn(C(CC(=O)O)C(=O)O)c(C)c1Cl (configuration not stated)
    103	0.5
- COC(=O)c1cc(Nc2nc3ccccc3nc2NS(=O)(=O)c2ccc(C)cc2)ccc1Cl
    112	1.1
- Cc1c(OC2CCCCC2=O)ccc2c(-c3ccccc3)cc(=O)oc12 (configuration not stated)
    100	-0.5
- CCOC(=O)c1c(C)oc2nc(C)nc(NCc3ccccc3OC)c12
    104	-0.4
- Cc1cc(C)cc(NC(=O)c2cc3ccccc3o2)c1
    103	0.4
- CC(C)(C)c1ccc(OCC(=O)N(Cc2ccco2)Cc2ccccc2F)cc1
    105	-0.4
- CCC(=O)N1CCc2cc(S(=O)(=O)CCC(=O)N(C)c3ccc(OC)cc3OC)ccc21
    101	0
- Cc1cc(C(=O)N(c2ccccc2)C(C)C2CC2)c(Cl)cc1Cl (configuration not stated)
    101	-0.2
- O=C(CSc1nc2ccccc2c(=O)n1-c1ccccc1)NCCCN1CCOCC1
    104	0.6
- CCOC(=O)CN1C(=O)c2cccnc2Oc2ccccc21
    104	-1.1
- COc1ccccc1NC(=O)CSc1nnc(NC(=O)NC2CCCCC2)s1
    110	0.9
- O=C(Oc1ccc(N(Cc2ccco2)C(=O)Cn2cnc3ccccc3c2=O)cc1)c1ccccc1F
    102	0.1
- CNc1nc(Oc2ccc(=O)[nH]n2)nc(N(C)C)n1
    99	-1.5
- NCCSSCCN
    101	0.2
- O=C(CSc1oc(-c2ccc(F)cc2)nc1S(=O)(=O)c1ccc(Cl)cc1)c1ccccc1
    106	0.2
- CCCN1CCN(CCCNC(=O)c2cc3c(Cl)nc4ccccc4c3s2)CC1
    67*	-3.8*
- CCOC(=O)c1oc2cc(O)cc(O)c2c(=O)c1-c1ccc(OC)c(OC)c1
    100	-0.4
- COc1ccc(-c2[nH]c(-c3ccccc3)nc2SCC(=O)Nc2ccc3c(c2)OCO3)cc1
    110	-0.6
- COc1ccc(NC(=O)CCCN2C(=O)CCn3nc(-c4cn(C)c5ccccc45)cc32)cc1OC
    107	0.1
- CN(C(=O)c1nn(-c2ccccc2)c(=O)c2ccccc12)C1CCS(=O)(=O)C1 (configuration not stated)
    105	0.4
- CCOc1ccc2nc(N3CCCC(C(=O)Nc4ccccc4CC)C3)sc2c1 (configuration not stated)
    106	-0.1
- Cc1ccc(NC(=O)Cn2nc(C)c3nn(-c4ccc(Cl)cc4)c(C)c3c2=O)cc1C
    114	1.3
- Cc1nn(-c2cccc(C(F)(F)F)c2)c(Cl)c1/C=N/n1cnnc1
    102	0.1
- COc1ccc(S(=O)(=O)Nc2cccc(-c3ccc(N4CCOCC4)nn3)c2)cc1F
    108	0.4
- Cc1cc(C)c(NC(=O)C2CC(=O)N(C3CCCC3)C2)c(C)c1 (configuration not stated)
    97	-0.5
- Cc1nc2nc(SCC(=O)NCc3ccccc3)nn2c(C)c1Cc1ccccc1Cl
    105	0
- COc1ccccc1CNc1nc2ccccc2c2nc(-c3cccc(C)c3)nn12
    101	-1.2
- CCN(CC)c1ncc2c(=S)[nH]c(=S)[nH]c2n1
    100	-0.6
- O=C1CCN(c2ccccc2)N1
    104&104	0.3&0.5

Source: PubChem BioAssay (ICCB-Longwood Screening Facility, Harvard Medical School)

A portion of the library; the hit share may differ from the screen's.
